Screening data from PubChem.
TbREL1 primary: TbREL1 RNA ligase inhibitors, primary screen, biochemical, FRET fluorescence; TbREL1 RNA ligation; inhibition, % at 9.66 µM; RNA-editing ligase 1, mitochondrial (Trypanosoma brucei brucei), P86926; actives 0.49% (n = 89,000);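 active = inhibition above the mean inhibition across all screened compounds plus 3 SD, cut at about 11% in these data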;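 also: 0% = plate median of test wells and 100% = NSC42067 control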
Target sequence (P86926 whole entry, looked up): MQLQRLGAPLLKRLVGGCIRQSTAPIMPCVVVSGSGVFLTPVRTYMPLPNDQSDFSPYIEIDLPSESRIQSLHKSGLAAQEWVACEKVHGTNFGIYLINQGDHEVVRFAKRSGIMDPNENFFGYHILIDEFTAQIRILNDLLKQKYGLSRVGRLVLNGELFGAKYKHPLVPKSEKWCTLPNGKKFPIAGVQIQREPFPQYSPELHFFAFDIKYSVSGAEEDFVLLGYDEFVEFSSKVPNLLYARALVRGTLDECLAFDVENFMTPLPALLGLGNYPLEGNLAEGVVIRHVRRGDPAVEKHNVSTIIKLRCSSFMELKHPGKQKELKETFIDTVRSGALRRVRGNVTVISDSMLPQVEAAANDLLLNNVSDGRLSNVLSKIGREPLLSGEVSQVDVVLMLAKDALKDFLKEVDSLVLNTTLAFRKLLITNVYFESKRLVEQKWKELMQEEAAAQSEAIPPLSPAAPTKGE
Starred values were filed as active, the others as inactive. Some of the compounds tested (hit frequency here may not be typical).

Molecule,TbREL1 primary
CC(C)c1ccc(NC(=O)C2CCCN(S(=O)(=O)c3ccc4c(c3)C(C)(C)C(=O)N4C)C2)cc1 (stereo not drawn),0.4
CC(C)c1ccc(NC(=O)COC(=O)[C@@H]2CCCN2C(=O)c2cccs2)cc1,-0.1
COc1ccc(Nc2cc(C)nc3nc(C)nn23)c(OC)c1,0.1
COc1ccc(CNC2=CC(=O)CC(C)(C)C2)cc1,-0.8
CCCCN(CCCC)C(=S)NC(=O)C(C)(C)C,-2.7
O=C(CSc1ccccc1F)OCC(=O)N1CCN(C(=O)c2ccco2)CC1,-1.0
CC(NC(=O)CCNC(=O)c1ccc(Br)cc1)c1ccc(-n2ccnc2)cc1 (stereo not drawn),6.0
CN1C2Cc3c(n(C)c4ccccc34)C1CC=C2CO (stereo not drawn),-1.4
O=C(CN1C(=O)NC2(CCOc3ccccc32)C1=O)NCc1ccc(F)cc1 (stereo not drawn),-1.3
O=P(OC1CCCCC1)(OC1CCCCC1)C(O)c1ccccc1 (stereo not drawn),-0.7
CC(C)CC(NC(=O)C1CCC(C)CC1)C(=O)Nc1ccc2c(c1)OCCO2 (stereo not drawn),-1.7
CC(C)Cc1cc(C(=O)Nc2cccc(O)c2)no1,0.9
CCC(C)(C)C1CCc2[nH]nc(C(=O)NCCNC(=O)OC(C)(C)C)c2C1 (stereo not drawn),4.2
CC1CN(CCOc2ccc(Cl)c(Cl)c2)CC(C)O1 (stereo not drawn),9.3
Cc1ccccc1C(=O)NC1CCN(CC(=O)Nc2nccs2)CC1,2.3
Cc1cc(CN(C)C(=O)c2ccc3nc(Cc4ccccc4F)oc3c2)n[nH]1,1.0
CCS(=O)(=O)N1Cc2ccccc2CC1C(=O)Nc1nc2ccccc2s1 (stereo not drawn),0.0
COc1cc(OC)cc(C(=O)NNC(=O)Cc2ccc(OC)c(S(=O)(=O)N3CCOCC3)c2)c1,1.2
CNC(=S)N/N=C/c1c(C)cccc1Cl,-5.6
O=S1(=O)CC(N2CCN(Cc3ccccc3F)CC2)CN1Cc1cn(Cc2cccc(C(F)(F)F)c2)nn1 (stereo not drawn),-3.1

Ordered by number of heavy atoms (lowest first): 3 of the compounds above
Molecule,TbREL1 primary
COc1ccc(CNC2=CC(=O)CC(C)(C)C2)cc1,-0.8
CN1C2Cc3c(n(C)c4ccccc34)C1CC=C2CO (stereo not drawn),-1.4
CC(NC(=O)CCNC(=O)c1ccc(Br)cc1)c1ccc(-n2ccnc2)cc1 (stereo not drawn),6.0

The listing continues.
Molecule,TbREL1 primary
Cc1ccc(NC(=S)NCc2cccn2C)cc1,-4.4
COC(=O)C1=C(C)N(C)C(C)=C(C(=O)OC)C1c1ccc(Cl)cc1,-3.4
O=C(/C=C/c1cccs1)Nc1ccc(N2CCOCC2)c(S(=O)(=O)Nc2cc(Cl)ccc2Cl)c1,-0.6
S=c1nc(-c2ccccc2)n(-c2ccccc2)[nH]1,-6.1
O=C(NNc1ccccc1F)c1ccccc1,0.8
Cc1cc(C)n2nc(C(=O)NNC(=O)c3ccc(Cl)cc3)nc2n1,6.5
Cc1c(NC(=O)/C(=C\c2ccccc2)NC(=O)c2ccccc2)c(=O)n(-c2ccccc2)n1C,5.5
COC(=O)c1ccc(C2NC(=O)NC(C)=C2C(=O)N(C)C)cc1 (stereo not drawn),-0.2
Oc1ccc(C[C@H]2CNCCN2CC2CCCCC2)cc1,4.9
c1ccc(C2(CN3CCNC[C@H]3Cc3cccc4ccccc34)CC2)cc1,10.4
COc1cccc(NC(=O)C2CCCN(S(=O)(=O)c3cccc4nonc34)C2)c1 (stereo not drawn),0.0
CC(=O)Nc1ccc(NC(=O)C(C)Sc2nc3nc(C)cc(C)n3n2)cc1 (stereo not drawn),3.6
Nc1nc(CN2CCN(c3ccc(F)cc3)CC2)nc(N2CCCc3ccccc32)n1,-2.3
O=C(CSc1nc2c(cnn2-c2ccccc2)c(=O)[nH]1)N1CCOCC1,6.6
CCNc1nc(NCC)nc(N/N=C(\C)c2ccc(OC)cc2)n1,7.5
Cc1csc(=O)n1CCC(=O)OCC(=O)NNC(=O)c1ccc(Br)cc1,6.4
CCc1ccc(Cn2nnc(C(=O)Nc3ccc(OC)cc3OC)c2N)cc1,1.1
O=C(NCC(=O)N(c1ccccc1)C(C(=O)NCC1CCCO1)c1ccccc1)c1cccs1 (stereo not drawn),2.5
Clc1ccc(Cn2cc(/C=N/n3cnnc3)c3ccccc32)c(Cl)c1,2.8
CCN1CCCC1CN(Cc1cc2ccc(C)cc2[nH]c1=O)C(=S)Nc1ccc(OC)cc1OC (stereo not drawn),-2.5
Cc1ccc(NC(=O)CCN2CCN(CCO)CC2)cc1,0.4
O=[N+]([O-])c1ccccc1/C=C/C1Nc2cccc3cccc(c23)N1,-2.1
CCc1[nH]nc2c1C(Cc1ccccc1)C(C#N)=C(N)O2 (stereo not drawn),1.5
Cc1ccc([C@H]2C[C@@H](O)[C@H](n3cc(-c4ccc(F)cc4)nn3)CN2C(=O)C2CCCCC2)cc1,5.5
Cc1cccc(NC(=O)c2nc[nH]c2C(=O)N2CCN(C(=O)OC(C)(C)C)CC2)c1,2.0
COc1ccc(COC(=O)C2=C(C)NC(=O)NC2c2ccccc2OC(C)C)cc1 (stereo not drawn),0.2
COc1ccccc1N1CCN(c2nc3ccccc3nc2C(C#N)C(=O)OC(C)C)CC1 (stereo not drawn),-4.3
Cc1ccc2nc3sc(C(=O)N4CCOCC4)c(N)c3cc2c1,5.1
O=C(NC1CCCC1)c1ccc2c(c1)S(=O)(=O)c1ccccc1C2=O,-1.2
COc1cccc(-c2cccc(NC(=O)C3CCN(Cc4cnn(C)c4)CC3)c2)c1,2.9
COc1ccc(CN2C(=O)C(C)=C(C)C2OC)cc1 (stereo not drawn),1.8
COc1ccccc1C(=O)NCCC(=O)N1CCCCC1,7.0
COc1ccccc1/C=C/C(=O)Nc1ccc(N2CCOCC2)cc1,1.2
Cc1onc(-c2ccccc2Cl)c1C(=O)Nc1cccc(S(=O)(=O)NC2=NCCC2)c1,0.9
COc1ccc(C2C3=C(N=C4SCC(=O)N42)c2ccccc2CC3)cc1 (stereo not drawn),-5.1
Cc1nn(C(=O)c2ccco2)c(C)c1Sc1ccc(Cl)cc1,-0.1
O=C1CC(N2CCN(c3ccc(C(=O)c4ccc(F)cc4)cc3)CC2)C(=O)N1 (stereo not drawn),-0.8
COCCNc1nc(Oc2ccc(NC(C)=O)cc2)c2sc(-c3ccccc3)cc2n1,-1.5
COc1cccc(C2N(c3cccc(Cl)c3)C(=O)C3CCCN32)c1OC (stereo not drawn),-2.0
NCCc1nnc(SCc2ccccc2Cl)o1,1.3
N#Cc1ccc(C2=CC(=O)C[C@H](c3ccc(Cl)cc3)C2)cc1,2.6
CCC(=O)N(Cc1cc2cc(C)c(C)cc2[nH]c1=O)C1CCCCC1,2.9
Cc1cc(C)n(C(=O)C2CCCN2S(=O)(=O)c2ccc(Cl)cc2)n1 (stereo not drawn),-2.1
COc1ccc(NC(=O)C(OC(=O)c2cnccn2)c2ccccc2)cc1Cl (stereo not drawn),-2.7
O=C(CN1C(=O)NC2(CCCCCC2)C1=O)Nc1cccc(F)c1,-0.3
CC(C)(C)OC(=O)N1CCC[C@H]1c1nnc(SCC(=O)Nc2cccc(Cl)c2)o1,2.1
O=C(OCc1nnc(-c2ccccc2)o1)c1ccc2c(c1)C(=O)N(CCc1ccccc1)C2=O,0.8
CCCCn1nnnc1C(CCSC)N1CCN(C/C=C/c2ccccc2)CC1 (stereo not drawn),-3.4
O=C1NC(Cc2c[nH]c3ccccc23)C(=O)N1CCOc1ccc(F)cc1 (stereo not drawn),-1.6
COc1ccc(-n2c(Cc3cccn3C)nnc2SCC(N)=O)cc1,-6.3
C=CCn1c(N)cc(=O)nc1SCC(=O)Nc1ccc2ccccc2c1,-3.5
Fc1cccc(NC(=S)NCCCN2CCOCC2)c1,2.3
O=C(Nc1ccccc1)c1ccc(=O)n(Cc2cccc(Cl)c2)c1,-3.6
COc1ccc(C(CNC(=O)COc2ccccc2C)N2CCCCC2)cc1 (stereo not drawn),-2.0
NC(=O)c1ccccc1OCc1nc2ccccc2s1,-5.8
Cc1nn(-c2ccc(Cl)cc2)c2[nH]c(=O)c(CNCc3ccc4c(c3)OCO4)cc12,-0.6
CC1CCN(C2CCN(S(=O)(=O)c3ccc(C(F)(F)F)cc3)CC2)CC1,24.4*
COC(=O)C[C@H]1C[C@H]2c3cc(NS(=O)(=O)c4ccc(OC)cc4)ccc3O[C@H]2[C@H](CO)O1,0.6
CC(=O)Nc1ccc(NC(=O)C(C)OC(=O)c2c(C)nn(-c3ccccc3)c2Cl)cc1 (stereo not drawn),-1.1
COc1ccc(C(=O)NNC(=O)C(=O)N2CCCCC2)cc1OC,4.6

Next section
Molecule,TbREL1 primary
O=C(Nc1ncccc1Cl)c1cc2ccccc2o1,-0.4
COc1ccc2oc(=O)c(C(=O)Nc3ccccc3O)cc2c1,1.9
COc1ccc(NS(=O)(=O)c2ccc3[nH]c(=O)[nH]c3c2)cc1OC,-1.2
CC(=O)Nc1ccc(C(=S)NCc2ccco2)cc1,-3.1
OCC1(Cc2cccc(C(F)(F)F)c2)CCN(Cc2cc(F)cc(F)c2)CC1,-3.1
COc1ccc(/C=C/C(=O)Nc2ccccc2Cl)cc1S(=O)(=O)N1CCOCC1,-1.4
CC(C)(C)Sc1ccc2nc3c(n2c1)CCCC3,-3.5
C=CCNCCCCOc1ccc(C)cc1[N+](=O)[O-],9.7
CN1/C(=C\C(=O)Nc2ccc(F)cc2)C(C)(C)c2ccccc21,-0.8
Cc1ccc(NC(=O)c2ccc(NS(=O)(=O)c3c(C)noc3C)cc2)cc1C,-2.4
O=C(O)[C@H](CO)Nc1ncnc2sc3c(c12)CCC3,-1.3
CN(C)S(=O)(=O)c1cccc(COC(=O)c2ccc3c(c2)OCO3)c1,1.8
COC(=O)[C@@]12C[C@@H](CC(=O)N3CCN(C(=O)C4CC4)CC3)C(=O)N(Cc3ccco3)C1=CCC(C)(C)C2,-2.8
COc1ccc(CNC(=O)C(CCSC)NC(=O)c2ccco2)cc1 (stereo not drawn),0.0
O=C(NCc1ccco1)C1CC(c2ccccc2C(F)(F)F)=NO1 (stereo not drawn),-0.4
COc1cc(NC(=O)c2ccc(Cl)cc2Cl)ccc1-c1cc2ccccc2oc1=O,-1.6
COc1ccccc1Nc1ncc(C(=O)N2CCC(C(N)=O)CC2)c2ccccc12,0.5
Cc1ccc(S(=O)(=O)Nn2cnnc2)cc1,1.1
CCOC(=O)C1(Cc2ccccc2)CCN(Cc2ccccc2OC)CC1,0.9
COc1cc(C2NCC(c3ccc(Cl)cc3Cl)c3c2[nH]c2ccccc32)cc(OC)c1OC (stereo not drawn),-3.2

Molecules listed so far that contain a nitro group on carbon, in the order listed:
Molecule,TbREL1 primary
O=[N+]([O-])c1ccccc1/C=C/C1Nc2cccc3cccc(c23)N1,-2.1
C=CCNCCCCOc1ccc(C)cc1[N+](=O)[O-],9.7

Next compounds:
Molecule,TbREL1 primary
COc1cccc(-c2nc(SCC(=O)Nc3nc(-c4ccccc4)c(C)s3)[nH]c(=O)c2C#N)c1,-0.3
O=C1CCC[C@H]2C[C@H](NCc3cccnc3)CC[C@]23CCCN13,-1.1
COCCn1c(SCC(=O)Nc2ccc3c(c2)OCCO3)nnc1-c1c[nH]c2ccccc12,4.1
COc1ccc(-c2nn(Cc3ccccc3)cc2C(=O)N2CCN(c3ncccn3)CC2)cc1,-1.1
CCCOc1cccc(C(=O)N2CCN(C(=O)C3CCCO3)CC2)c1 (stereo not drawn),0.9
Cc1occc1C(=O)NNC(=O)Nc1ccc([N+](=O)[O-])cc1,6.7
CCCCS(=O)(=O)NC1=NCN(CCO)CN1,0.0
O=C(CSc1nnc(Cc2cc(=O)[nH]c(=O)[nH]2)n1-c1ccccc1)N1CCCc2ccccc21,0.9
Cc1cc(=O)oc2cc(OCC(=O)N3CC(=O)Nc4ccccc43)c(Cl)cc12,-2.7
CC(C)[C@@H]1NC(=O)N(c2ccc(Oc3ccccc3)cc2)C1=O,-1.2
COc1ccccc1C(=O)NC(C)c1nc2ccccc2[nH]1 (stereo not drawn),3.9
COc1cc(-c2nnc(NC(=O)CCS(=O)(=O)c3ccccc3)o2)cc(OC)c1OC,3.6
CN(CCc1ccccn1)C1CC(=O)N(c2ccc(Cl)cc2)C1=O (stereo not drawn),7.1
O=C(Nc1c(Cl)cccc1Cl)c1ccc(-c2ccccc2)cc1,2.1
COc1cc2c(C(F)(F)F)c(-c3ccsc3)oc(=O)c2cc1OC,2.6
O=C1OCc2cc(NC(=O)C3CCCCC3)ccc21,2.3
O=C(C1CCC(CNc2nc(=S)[nH]c3ccccc23)CC1)N1CCN(c2ccccn2)CC1 (stereo not drawn),-0.8
Cn1cnnc1SCC(=O)Nc1ccc2c(c1)CCC2,-0.5
c1ccc2c(C(c3nnnn3-c3ccc4c(c3)OCCO4)N3CCCC3)ccnc2c1 (stereo not drawn),0.9
CC(=O)N1CCN(C(C(=O)Nc2c(C)cccc2C)c2ccccc2OC(F)(F)F)CC1 (stereo not drawn),0.1
CN(CCOc1ccc(Br)cc1)CC(O)COc1ccc(C#N)cc1 (stereo not drawn),0.2
CCn1c(SCC(=O)N/N=C/c2c[nH]c3ccccc23)nnc1-c1ccc(C)cc1,1.6
CCOC(=O)N1C(=O)[C@@](c2ccc(Cl)cc2)(C(C)C)N1C(=O)OCC,8.7
O=C(CSC1=NNC(c2ccccn2)S1)Nc1ccccc1 (stereo not drawn),-5.5
CCOC(=O)c1nc2nc(-c3cccs3)cc(C(F)(F)F)n2n1,-2.5
O=C(CCN1CCN(C(=O)c2ccco2)CC1)Nc1ccc(F)cc1,0.6
